HTT ATP protect: qHTS Multiplex Assay to Identify Dual Action Probes in a Cell Model of Huntington: Cytoprotection (ATP) | PC12 HTT-Q103 induced, cytoprotection, ATP luminescence, 40 h | Potency, µM (doses to about 56.4 µM), for the others: cytoprotection (ATP increase), actives largely listed as activators | hit rate 0.14% among 230,000 | AID 1471, 2008;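 also: % of control where 0% means no effect; nearly all actives have a fitted effect of over 45% in size; toxic huntingtin expression switched on by the ecdysone agonist tebufenozide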
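ATP quantification (ATPlite) reports survival of PC12 cells in which tebufenozide, 100 nM final, switches on Htt exon 1 with 103 glutamines linked to GFP; compounds are titrated.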
Tau fibril FP: qHTS for Inhibitors of Tau Fibril Formation, Fluorescence Polarization | Microtubule-associated protein tau (Homo sapiens), P10636 | K18 P301L tau heparin fibrillization, Alexa594 FP, 6 h | Potency, µM (top dose mostly 57.7 µM), without a hit: at the top dose activity, negative = inhibition, actives largely listed as inhibitors | hit rate 0.39% among 280,000; also: % is scaled to controls: 0 for no effect and ±100 for the full control effect; nearly all actives have a fitted effect of over 55% in size
Target sequence (P10636 561-689 P618L limits assumed): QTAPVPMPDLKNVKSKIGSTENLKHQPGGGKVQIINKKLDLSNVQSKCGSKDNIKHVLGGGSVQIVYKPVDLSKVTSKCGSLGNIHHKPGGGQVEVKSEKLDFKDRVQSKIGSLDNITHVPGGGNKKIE
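Read-out: fluorescence polarization of Alexa 594-labeled tau (0.24 uM), 555 nm excitation, 632 nm emission. Mixtures held 15 uM unlabeled K18 P301L, compound and 20 uM heparin, pH 7 acetate buffer, incubated 6 hr at 37 C.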
Tau fibril ThT: qHTS for Inhibitors of Tau Fibril Formation, Thioflavin T Binding | Microtubule-associated protein tau (Homo sapiens), P10636 | recombinant tau K18 P301L, heparin-induced fibrillization, ThT fluorescence | Potency, µM (series often up to 57.4 µM), without a hit: top-dose activity, negative = inhibition, hits mostly inhibitors | hit rate 2.1% among 270,000; also: % is scaled to controls: 0 for no effect and ±100 for the full control effect; nearly all actives have a fitted effect of over 55% in size
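K18 P301L tau (15 uM + 0.24 uM Alexa 594-tagged), heparin 20 uM, NaOAc pH 7, 6 h 37 C; ThT 30 uM, 1 h RT, ex 450/em 510 nm.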
Tau fluor counter: Counterscreen qHTS for Inhibitors of Tau Fibril Formation, Fluorescence Polarization; tau K18 P301L (four-repeat tau fragment) Alexa594 fluorescence, heparin fibrillization; Potency, µM (titrated, usually from 57.7 µM), for the others: at the top dose activity change, negative = decrease; hit rate 0.93% among 280,000; AID 1463, 2008; also: % is scaled to controls: 0 for no effect and ±100 for the full control effect; nearly all actives have a fitted effect of over 55% in size
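Human K18 P301L tau (15 uM unlabeled plus 0.24 uM Alexa 594-labeled, final) in 100 mM sodium acetate pH 7 was mixed with compound and 20 uM heparin and incubated 6 hr at 37 C.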
GAA glycogen: qHTS Assay for Inhibitors and Activators of Human alpha-Glucosidase Cleavage of Glycogen; recombinant GAA, glycogen substrate, Amplex Red glucose oxidase fluorescence; Lysosomal alpha-glucosidase (Homo sapiens), P10253; hit rate 0.38% among 300,000; Potency, µM (series often up to 76.4 µM), for the others: top-dose activity change, negative = inhibition, most hits filed as inhibitors;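 also: 0% = full enzyme reaction and -100% = no-enzyme basal signal; the screen sought inhibitors and activators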
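qHTS, 1536-well; enzyme 4 nM final; cpd up to 77 uM; substrate bovine liver glycogen 30 ug; 50 mM citrate/phosphate pH 5.0, 0.01% Tween-20; 37 C, 40 min; Amplex Red detection 45 min RT; Hill fit → AC50.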
GLA spleen mod: qHTS Assay for Inhibitors and Activators of Human alpha-Galactosidase From Spleen Homogenate; human spleen homogenate, 4MU-alpha-Gal fluorescence, 40 min; Potency, µM (top dose mostly 80 µM), for the others: top-dose activity change, negative = inhibition, most hits filed as inhibitors; hit rate 0.008% among 240,000; AID 2107, 2009;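 also: 0% = enzyme with vehicle and -100% = no enzyme basal signal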
Target sequence (P06280 32-429 limits assumed): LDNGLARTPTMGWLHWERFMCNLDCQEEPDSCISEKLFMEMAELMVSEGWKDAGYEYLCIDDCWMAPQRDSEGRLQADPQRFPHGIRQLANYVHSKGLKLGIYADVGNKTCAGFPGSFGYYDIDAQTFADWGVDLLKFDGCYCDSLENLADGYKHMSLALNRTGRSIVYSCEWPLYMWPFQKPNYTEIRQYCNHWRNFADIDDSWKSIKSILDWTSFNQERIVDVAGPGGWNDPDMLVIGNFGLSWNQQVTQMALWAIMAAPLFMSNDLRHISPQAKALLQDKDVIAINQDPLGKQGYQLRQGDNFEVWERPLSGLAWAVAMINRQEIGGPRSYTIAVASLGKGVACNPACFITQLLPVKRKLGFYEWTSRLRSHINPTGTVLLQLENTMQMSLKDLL
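Fluorogenic readout (Ex 365/Em 440 nm) of 4-methylumbelliferone released from 1 mM 4-MU-alpha-galactoside by spleen homogenate, 40 min at 37C, pH 5.0. Data normalized to no-enzyme and enzyme controls; Hill-equation AC50 from compound titrations.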
GAA inh: qHTS Assay for Inhibitors of Human alpha-Glucosidase as a Potential Chaperone Treatment of Pompe Disease; Potency, µM (doses to about 76.9 µM), inactives show top-dose activity change, negative = inhibition, actives largely listed as inhibitors; purified human GAA, 4-MU-alpha-glucoside fluorescence; hit rate 0.005% among 200,000; AID 1466, 2008; Lysosomal alpha-glucosidase (Homo sapiens), P10253;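 also: plate controls were uninhibited enzyme wells for no effect and no-enzyme background for full effect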
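Compounds are titrated up to 77 uM against 4 nM human enzyme. Substrate 4-methylumbelliferyl-alpha-D-pyranoside (400 uM) reacts 20 min at room temperature in pH 5.0 buffer; liberated 4-methylumbelliferone is read at 440 nm.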
GAA spleen mod: qHTS Assay for Inhibitors and Activators of Human alpha-Glucosidase From Spleen Homogenate; Lysosomal alpha-glucosidase (Homo sapiens), P10253; human spleen homogenate, 4-MU-alpha-glucoside fluorescence; Potency, µM (top dose mostly 79.9 µM), for the others: at the top dose activity change, negative = inhibition, usual class: inhibitors; hit rate 0.006% among 240,000; AID 2112, 2009;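 also: 0% = enzyme with vehicle and -100% = no enzyme basal signal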
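Enzyme source: human spleen homogenate, 1 ug/well. Buffer 50 mM citric acid/K phosphate pH 5.0, 0.01% Tween-20. 4-MU-alpha-glucoside 1 mM; 37 C x 40 min; NaOH/glycine stop; fluorescence.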
Active calls of the source: *; ? = inconclusive; . = not tested or not shown; & = joins results of further samples; [ ] = another dose, or the depositor's remark. Calls follow the shape of the dose curve; as a rule, active = well fitted curve in the direction sought with a large enough effect; inconclusive = small, poorly fitted or top-dose-only effect, or another doubt; inactive = no such curve, though single readings can be large; an effect the other way counts as inactive or inconclusive. Potency is read from the fitted curve at half-maximal effect.

The first 4 records (preview)
Value order: HTT ATP protect, Tau fibril FP, Tau fibril ThT, Tau fluor counter, GAA glycogen, GLA spleen mod, GAA inh, GAA spleen mod
1	CCS(=O)(=O)Nc1ccc(C2=NN(S(C)(=O)=O)C(c3cccs3)C2)cc1 (stereo not drawn)
    -5%[10 µM], 1%, 7%, 0%, 11%, -2%, 8%, 3%
2	CCCCc1nc(NCCO)c(C#N)c2c1CCCC2
    -54%, 2%, -2%, -1%, -11%, 2%, 8%, 6%
3	Cc1[nH]c2ccccc2c1[C@H]1[C@@H](CC#N)C1(C)C
    6%[10 µM], ?, -2%, ?, -11%, 2%, -13%, -7%
4	O=C(CN1C(=O)c2ccccc2C1=O)N1CCN(c2nnc(-c3ccccc3)c3ccccc23)CC1
    2%[0.074 µM], -2%, -1%, 10%, 2%, -6%, -2%, 1%

All compounds of this part (from the top)
Value order: HTT ATP protect, Tau fibril FP, Tau fibril ThT, Tau fluor counter, GAA glycogen, GLA spleen mod, GAA inh, GAA spleen mod
1	CCS(=O)(=O)Nc1ccc(C2=NN(S(C)(=O)=O)C(c3cccs3)C2)cc1 (stereo not drawn)
    -5%[10 µM], 1%, 7%, 0%, 11%, -2%, 8%, 3%
2	CCCCc1nc(NCCO)c(C#N)c2c1CCCC2
    -54%, 2%, -2%, -1%, -11%, 2%, 8%, 6%
3	Cc1[nH]c2ccccc2c1[C@H]1[C@@H](CC#N)C1(C)C
    6%[10 µM], ?, -2%, ?, -11%, 2%, -13%, -7%
4	O=C(CN1C(=O)c2ccccc2C1=O)N1CCN(c2nnc(-c3ccccc3)c3ccccc23)CC1
    2%[0.074 µM], -2%, -1%, 10%, 2%, -6%, -2%, 1%
5	CCC(C)NC(=O)COC(=O)Cc1sc(N)nc1-c1ccc(C)cc1 (stereo not drawn)
    -7%[10 µM], -1%, -12%, -14%, -17%, -1%, 5%, 4%
6	O=C(Nc1ccc(S(=O)(=O)NCc2ccco2)cc1)C1CCCCC1
    -8%[10 µM], -8%, -16%, -16%, 8%, 4%, -2%, 4%
7	Cc1ccccc1Cn1cc(NC(=O)c2nc3ncccn3n2)cn1
    -8%, -5%, -9%, -7%, 9%, 5%, -13%, 3%
8	COc1ccc(C2NC(=O)NC(C)=C2C(=O)Nc2ccccc2)cc1OC (stereo not drawn)
    ., 0%, -16%, -13%, -10%[76.3 µM], ., ., .
9	Cc1nn(S(=O)(=O)c2ccc(F)cc2)c(C)c1S(=O)(=O)N1CCCCC1
    ., -4%, 11%, 10%, -10%[76.3 µM], ., ., .
10	COc1cccc(Cn2c(SCc3ccc(C(=O)N4CCC(C)CC4)cc3)nc3ccncc32)c1
    ., 0%, -2%, 0%, -19%[76.3 µM], ., ., .
11	COc1cc(SC)ccc1C(=O)Nc1nc(C)cs1
    -159%[inhibitor], 0%, -12%, -6%, 5%, -1%, -11%, -2%
12	CC(C)CCNC(=O)CNC(=S)N(CCCN1CCOCC1)Cc1cccs1
    26%[10 µM], ?, 7%, 1%, 0%, 0%, -1%, -4%
13	CC(C)c1nc(CNC(=O)CCc2nnc(-c3ccsc3)o2)cs1
    16%[10 µM], -2%, -5%, -2%, 0%, -7%, 12%, 5%
14	CCn1c2ccccc2c2cc(NC(=O)COC(=O)c3cc(S(N)(=O)=O)c(Cl)cc3Cl)ccc21
    5%[10 µM], 6%, ?, 8.9µM*[quencher], 16%, -7%, 7%, 5%
15	C/C(=N\NC(=O)c1ccc(N2CCCC2=O)cc1)c1ccncc1
    -7%[10 µM], 2%, ., 2%, 4%, 9%, ., 5%
16	O=C(NNC(=O)c1cccnc1)Nc1cccc2ccccc12
    -5%, 3%, -8%, -1%, -3%, -6%, 3%, -8%
17	CC1=CC(c2ccccc2)NC(=S)N1 (stereo not drawn)
    16%[10 µM], 11%, 3%, 1%, -6%, 22%, 1%, 4%
18	C/C(=N\N1CCN(C2c3ccccc3-c3ccccc32)CC1)c1cccnc1
    -19%, 0%, -9%, -5%, 32µM*, 3%, 12%, -22%
19	C/C(=N\NC(=O)c1c(Cl)c(C)nn1C)c1cccc(NC(=O)COc2ccc(Cl)cc2)c1
    -35%, 2%, ?, -19%, 8%, -1%, ?, -3%
20	Fc1ccc(N2CCN(c3ccc4c(C(F)(F)F)cc(C(F)(F)F)nc4n3)CC2)cc1
    -40%[inhibitor], 4%, ?, ?, -14%, -2%, -8%, -9%
21	O=C(NC(=S)Nc1ccc2c(c1)OCO2)c1ccc(Cl)cc1
    ., -3%, -17%, -17%, -3%, 3%, ?, 2%
22	O=C(NCc1nc(-c2ccccc2)no1)c1cccs1
    -1%[0.074 µM], -6%, 0%, -2%, 5%, 7%, -4%, 3%
23	COc1ccc(/C=C/C(=O)Nc2cc(F)ccc2C)cc1S(=O)(=O)N1CCOCC1
    ., -14%, 9%, -2%, -5%, -4%, -7%, 1%
24	O=C(O)CCCNS(=O)(=O)c1ccc(Br)s1
    -18%, -1%, -7%, -5%, 2%, 3%, -9%, -2%
25	Cc1ccc2nc(-c3cccc(S(=O)(=O)N(C)C)c3)cn2c1
    -38%, 3%, -6%, -8%, 2%, -16%, -3%, -2%
26	CC1(OC(=O)CCc2ccccc2)C(=O)C=C2C=C(c3ccsc3)OC=C2C1=O (stereo not drawn)
    19%, ?, 25µM*, -11%&-22%, -1%, -3%&10%, ., 1%&2%
27	C/C(=N\NC(=O)CCC(=O)O)c1c(-c2ccccc2)c2cc(Br)ccc2[nH]c1=O
    6%[10 µM], 5%, ., 3%, 2%, -2%, ., -6%
28	CC(=O)Nc1ccc(Oc2ccc(-c3noc(C)n3)cc2)cc1
    -19%, 1%, -6%, -6%, 26%, -3%, ?, 3%
29	COc1ccc(C(=O)NCc2nnc(SCC(=O)Nc3ccc(C)cc3)n2-c2ccccc2)cc1
    ., -1%, -8%, -19%, -2%[76.3 µM], ., ., .
30	O=C(CSc1nncn2c1cc1sccc12)Nc1ccccc1C(F)(F)F
    ., -11%, -5%, -5%, -1%[76.3 µM], ., ., .

Entries of single compounds, looked up by structure. Screens in order: HTT ATP protect | Tau fibril FP | Tau fibril ThT | Tau fluor counter | GAA glycogen | GLA spleen mod | GAA inh | GAA spleen mod
O=C(NNC(=O)c1cccnc1)Nc1cccc2ccccc12 is listed with -5% | 3% | -8% | -1% | -3% | -6% | 3% | -8%
O=C(NC(=S)Nc1ccc2c(c1)OCO2)c1ccc(Cl)cc1 is listed with . | -3% | -17% | -17% | -3% | 3% | ? | 2%

The results go on:
Value order: HTT ATP protect, Tau fibril FP, Tau fibril ThT, Tau fluor counter, GAA glycogen, GLA spleen mod, GAA inh, GAA spleen mod
31	CCC(=O)N1CCc2cc(Br)cc(S(=O)(=O)CCC(=O)Nc3ccc(CC)cc3)c21
    ., ?, -5%, -11%, -14%[76.3 µM], ., ., .
32	Cc1nc(NC(=O)c2ccc([N+](=O)[O-])cc2Cl)sc1C(=O)N(C)C
    ., ?, ?, -18%, 2%, -3%, 6%, -4%
33	CCc1ccc2c(c1)NC(c1cccnc1)=NC(c1ccc(C(C)(C)C)cc1)=N2
    ., -6%, ?, -27%, 7%[76.3 µM], ., ., .
34	COc1ccc(CN2CCNC(=O)C2CC(=O)N(C)Cc2ccon2)cc1OC (stereo not drawn)
    -20%[10 µM], -5%, -2%, 3%, 2%, 6%, -4%, -1%
35	COc1ccc(/C=N/Nc2nc(-c3ccc(Cl)cc3)cc(C(F)(F)F)n2)c(OC)c1
    -30%[10 µM], -2%, ?, -22%, -16%, 8%, -1%, 1%
36	O=C(NCC(c1ccco1)N1CCN(c2ccc(F)cc2)CC1)OCc1ccccc1 (stereo not drawn)
    36%[1.9 µM], 12%, ?, -28%, 5%, 3%, 3%, -7%
37	Cc1ccc(N=c2oc3cc(O)ccc3cc2C(N)=O)cc1
    -15%, -4%, ?, -8%, 9%, ?, 1%, ?
38	Cc1cc([N+](=O)[O-])ccc1NC(=O)Nc1ccc(F)cc1F
    -167%[inhibitor], ?, ?, ?, 18%, -4%, 1%, -4%
39	Cn1c(=O)c2c(nc(CN3CCN(c4ccccc4)CC3)n2Cc2ccccc2F)n(C)c1=O
    -3%, ?, -9%, -8%, 5%, -3%, -9%, -5%
40	COc1ccc(Cl)cc1S(=O)(=O)N1CCCC1
    10%[10 µM], 2%, -3%, -6%, 0%, -3%, -9%, -1%
41	O=C(NCCOCC(F)(F)C(F)F)c1cc(F)c(F)cc1Cl
    10%[0.074 µM], 6%, 0%, 2%, 1%, 1%, 1%, -3%
42	CCOC(=O)c1cc2c(=O)n3cccc(C)c3nc2n(Cc2ccco2)c1=NC(=O)c1cccnc1
    -24%, 2%, -14%, 10%, 3%, ?, ?, 10%
43	N/C(=N\OC(=O)N1c2ccccc2Sc2ccccc21)c1ccc(Br)cc1
    ., 12%, ?, ?, 2%, 1%, -3%, 1%
44	COc1ccc(-n2c(SCC(N)=O)nc3nc4c(cc3c2=O)COC(C)(C)C4)cc1
    -36%, -2%, -14%, -8%, -1%, -2%, 0%, -4%

Compound activity from PubChem BioAssay.
